Bioassay records as filed in PubChem.
Apoferritin bind: binds horse apoferritin like a general anesthetic; P02791; apoferritin/1-aminoanthracene competitive binding, fluorescence; Potency, µM (top dose mostly 77.5 µM), inactives show at the top dose activity change, negative = displacement, most hits filed as inhibitors; hit rate 0.074% among 350,000; further: potency means the concentration at half of the fitted maximal effect; on the % scale 0 is the no-effect control and ±100 the full control effect; nearly all actives have a fitted effect of over 20% in size
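Steps: apoferritin (10 uM) was premixed with half-saturated 1-AMA in PBS, compounds were pin-transferred, plates stood 10 min at room temperature, fluorescence was read at 380/535 nm, and curves were fitted with a Hill equation.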
Pol kappa inh: DNA polymerase kappa (human) inhibition; Q9UBT6; purified Pol kappa, fluorescent DNA synthesis assay, 10 min; Potency, µM (doses to about 107 µM), for inactives: at the top dose activity, negative = inhibition, usual class: inhibitors; hit rate 0.53% among 400,000; further: potency means the concentration at half of the fitted maximal effect; on the % scale 0 is the no-effect control and ±100 the full control effect
Target sequence (Q9UBT6 whole entry, looked up): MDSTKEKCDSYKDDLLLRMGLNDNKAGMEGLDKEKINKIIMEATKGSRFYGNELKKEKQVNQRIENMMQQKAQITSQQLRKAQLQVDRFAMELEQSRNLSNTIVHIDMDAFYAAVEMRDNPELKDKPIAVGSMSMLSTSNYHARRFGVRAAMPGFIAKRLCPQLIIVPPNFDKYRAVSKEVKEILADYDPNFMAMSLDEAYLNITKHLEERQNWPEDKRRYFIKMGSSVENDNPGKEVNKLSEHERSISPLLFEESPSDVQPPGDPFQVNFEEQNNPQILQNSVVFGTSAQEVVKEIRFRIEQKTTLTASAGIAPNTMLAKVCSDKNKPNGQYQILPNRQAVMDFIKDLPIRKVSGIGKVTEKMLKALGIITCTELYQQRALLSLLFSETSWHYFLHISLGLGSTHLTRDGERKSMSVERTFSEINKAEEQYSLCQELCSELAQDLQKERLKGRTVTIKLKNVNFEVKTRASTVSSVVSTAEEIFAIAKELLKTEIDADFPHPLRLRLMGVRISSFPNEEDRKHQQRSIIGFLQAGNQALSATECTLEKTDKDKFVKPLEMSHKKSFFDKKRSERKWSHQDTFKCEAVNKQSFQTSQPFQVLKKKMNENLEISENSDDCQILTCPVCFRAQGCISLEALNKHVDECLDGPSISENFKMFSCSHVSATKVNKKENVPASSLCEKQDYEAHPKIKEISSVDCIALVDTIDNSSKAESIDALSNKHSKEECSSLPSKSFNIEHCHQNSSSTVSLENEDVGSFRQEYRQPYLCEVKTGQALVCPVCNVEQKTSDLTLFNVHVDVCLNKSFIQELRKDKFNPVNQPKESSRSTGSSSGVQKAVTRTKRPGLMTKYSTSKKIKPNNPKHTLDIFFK
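Readout: fluorescence, taken kinetically at 0 and 10 min. Conditions: 10 nM Pol kappa, 15 min RT compound preincubation, 50 nM substrate final. Controls: enzyme-free buffer wells.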
ERG Ets-DNA blk: inhibitors of human ERG Ets domain-DNA interaction; P11308; fluorescence polarization, His-ERG Ets domain / labelled DNA; Potency, µM (highest dose often 76.9 µM), inactives show top-dose FP activity, negative = inhibition, hits mostly inhibitors; hit rate 0.028% among 370,000; active means well fitted inhibition curve with a large enough effect in the polarisation, with a control signal flat; inconclusive means small, poorly fitted or top-dose-only effect, or effect the other way, or a change in a side signal; inactive means no such curve, though single readings can be large or run the other way; the % refers to the polarisation;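 further: polarization taken with two DNA probes labelled with fluorescein and Texas red; potency means the concentration at half of the fitted maximal effect; % of control where 0% means no effect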
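His-tagged ERG Ets domain (1 uM in the protein solution; 300mM KCl, 50mM Tris-HCl, 1mM EDTA, 1mM DTT, pH 7.5) received compound, then a probe mix of 5 nM fluorescein-DNA and 100nM Texas-615-DNA. Fluorescence polarization was read for both dyes.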
LDHA inh: inhibitors of human lactate dehydrogenase A; P00338; purified LDHA, NADH/diaphorase-resazurin fluorescence; stronger effect = lower value; activity change, % (values are at about 110 or 230 µM); hit rate 0.15% among 480,000; AID 1347041; in the data active means activity change below about -30%; inconclusive means mostly about -25% to -30%;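 further: plate controls were DMSO wells for no effect and wells without enzyme for full effect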
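LDH5 2 nM; NADH 0.06 mM, pyruvate 0.2 mM; 200 mM Tris pH 7.4, EDTA, Tween-20; 5 min RT. Detection: diaphorase 0.133 mg/mL + resazurin 37 µM, fluorescence ex540/em590 at 0 and 20 min; normalized to enzyme-free and DMSO wells.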
APE1 inh: inhibitors of human APE1 endonuclease; P27695; recombinant APE1, TAMRA/BHQ-2 abasic DNA cleavage fluorescence; Potency, µM (doses to about 65.8 µM), for inactives: at the top dose activity change, negative = inhibition, most hits filed as inhibitors; hit rate 0.35% among 350,000;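 further: potency means the concentration at half of the fitted maximal effect; plate controls were vehicle for no effect and reference inhibitor for full effect; nearly all actives have a fitted effect of over 55% in size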
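APE1 at 0.75 nM preincubated 15 min at room temperature with compound. Reaction then started with 50 nM double-stranded THF-abasic substrate labelled with TAMRA/BHQ-2, and 525/598 nm fluorescence read kinetically. Activity taken as third-minus-first read difference, normalized to DMSO and NSC13755 controls.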
POLH inh: DNA polymerase eta (human) inhibition | AID 588591 | Q9Y253 | hit rate 1.2% among 390,000 | recombinant Pol eta, fluorescent DNA replication assay | Potency, µM (series often up to 114 µM), inactives show at the highest dose activity change, negative = inhibition, actives largely listed as inhibitors; further: potency means the concentration at half of the fitted maximal effect; on the % scale 0 is the no-effect control and ±100 the full control effect
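Pol eta at 10 nM preincubated with compounds 15 min at room temperature; reaction started with fluorescent substrate (50 nM final) and read kinetically at 0 and 10 min.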
ALOX12 inh: blocks human arachidonate 12S-lipoxygenase; P18054; purified 12hLO, xylenol orange hydroperoxide absorbance; Potency, µM (doses to about 108 µM), without a hit: top-dose activity change, negative = inhibition, actives largely listed as inhibitors; hit rate 1.1% among 580,000; further: potency means the concentration at half of the fitted maximal effect; on the % scale 0 is the no-effect control and ±100 the full control effect
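Purified human 12hLO (150 nM final) in 25 mM Hepes, 0.01% Triton X-100, pH 7.0 was preincubated 15 min at room temperature with compound. Then 40 uM arachidonic acid was added, 30 min. Hydroperoxide was read by Fe-XO absorbance ratio 573/405 nm.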
Pol beta inh: blocks human DNA polymerase beta activity | P06746 | hit rate 1.3% among 340,000 | Pol beta primer extension/strand displacement, fluorescence kinetic | Potency, µM (top dose mostly 114 µM), for the others: at the top dose activity change, negative = inhibition, usual class: inhibitors | AID 485314; further: potency means the concentration at half of the fitted maximal effect; on the % scale 0 is the no-effect control and ±100 the full control effect
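Pol beta (10 nM) and compounds were preincubated 15 min at room temperature, then 50 nM substrate (final) started primer extension/strand displacement. Reads were taken at 0 and 10 min; concentration-response data were fitted to a four-parameter Hill equation.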
RGS4 inhibitor: blocks human RGS4-accelerated GTP hydrolysis | hit rate 0.039% among 390,000 | P49798 | AID 504845 | Potency, µM (titrated, usually from 114 µM), for the others: at the highest dose activity change, negative = inhibition, hits mostly inhibitors | Transcreener GDP fluorescence polarization, RGS4-accelerated GTP hydrolysis; further: potency means the concentration at half of the fitted maximal effect; on the % scale 0 is the no-effect control and ±100 the full control effect; nearly all actives have a fitted effect of over 75% in size; some results filed as inactive show a strong effect at the top dose
Target sequence (P49798 whole entry, looked up): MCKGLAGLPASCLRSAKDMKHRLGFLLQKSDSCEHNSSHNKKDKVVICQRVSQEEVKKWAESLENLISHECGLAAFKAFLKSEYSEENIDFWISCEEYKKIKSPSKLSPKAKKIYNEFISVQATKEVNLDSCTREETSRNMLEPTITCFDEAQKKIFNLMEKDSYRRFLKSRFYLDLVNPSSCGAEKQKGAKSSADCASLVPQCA
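MLSMR compounds (23 nl, pin-transferred) preincubated 10 min at room temperature with a 500nM (2x) first reagent, then RGS4 at 900nM (2x) plus Transcreener GDP mix added; fluorescence polarization (620/688 nm) read before and after 90 min at 30 °C.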
Starred values were filed as active, the others as inactive; ? = inconclusive; / = no result given; & = joins results of further samples; [ ] = remark or other dose. Unless noted, the call rests on the fitted dose curve; in most records, active means well fitted curve in the direction sought with a large enough effect; inconclusive means small, poorly fitted or top-dose-only effect, or another doubt; inactive means no such curve, though single readings can be large; an effect the other way counts as inactive or inconclusive. This is a subset; the hit share may differ from the screen's.

nr	smiles	POLH inh	ALOX12 inh	RGS4 inhibitor	LDHA inh	Pol beta inh	Apoferritin bind	Pol kappa inh	ERG Ets-DNA blk	APE1 inh
1	Cc1ccc(C)c(NC(=O)CSc2nc(-c3ccccc3Cl)nc3c2Cc2c(CO)cnc(C)c2O3)c1	-8%	-19%	7%	-10	17%	2%	1%	-4%	/
2	CCN1CCN(C(=O)c2cc(COc3ccc(F)cc3F)on2)[C@@H](C)C1=O	-6%	-7%	-11%	-2	33%	0%	5%	-4%	3%
3	CC12C(=O)N(c3ccccn3)C(=O)C1C1C=CC2C1 (centres undefined)	-23%	-6%	-53%	-1	12%	5%	-17%	-1%	0%
4	CCN(CC(=O)NCc1cccs1)C(=O)CN(C)S(=O)(=O)c1ccc(C)cc1	-6%	-12%	-6%	-2	/	/	-14%	-14%	12%
5	COc1ccc(CNC(=O)CCCn2nc(C)n3ccnc3c2=O)cc1	-7%	16%[57.4 µM]	3%	-1	-17%	-14%	-17%	-5%	23%
6	CC(C)(C)n1nc2c(c1NC(=O)CCCc1ccccc1)CS(=O)C2 (centres undefined)	-7%	22%[57.4 µM]	16%	-8	4%	-14%	-10%	1%	-5%
7	Cc1ccc2cccc(NC(=S)NC(=O)c3ccnn3C)c2n1	-11%	6%	-46%	-2	-27%	-21%	-17%	-11%	6%
8	Cc1ccc(N2C(=O)c3ccc(C(=O)N4CCN(Cc5ccccc5)CC4)cc3C2=O)cc1	-14%	-5%	10%	-5	13%	-7%	3%	-7%	1%
9	O[C@@H]1CN(Cc2ccc(-n3cccn3)cc2)CC[C@H]1N1CCN(c2ccccc2F)CC1	-16%	?	1%	-2	3%	-11%	1%	9%	7%
10	Oc1ccc(Cl)cc1CNCc1ccc(Cl)nc1	-13%	-5%	-3%	-5	/	/	-4%	0%	15%
11	CCCCOC(=O)Cn1c(=O)oc2ccc(C)cc21	-3%	12%[57.4 µM]	-22%	0	4%	-8%	2%	-16%	-3%
12	O=C(Nc1nc2ccccc2s1)c1ccc(F)cc1	-18%	-12%	2%	-6	-1%	-4%	-1%	9%	-3%
13	CN(C(=O)C1CCCN(c2ncnc3c2nc2n3CCCCC2)C1)c1ccccc1F (centres undefined)	-2%	-3%	3%	3	-22%	-15%	-16%	2%	/
14	CCOC(=O)C1CCCN(C/C=C/c2ccccc2)C1 (centres undefined)	-15%	-13%	17%	-15	6%	-5%	-11%	0%	-4%
15	C=CCNC(=O)COc1ccc(Oc2ccccc2)cc1	-18%	-21%	-21%	-5	0%	-7%	-13%	-6%	0%
16	Cc1ccc(C(=O)NCC(=O)OCC(=O)c2ccc(C)c([N+](=O)[O-])c2)cc1	-8%	-21%	19%	-10	1%	?	-6%	1%	2%
17	Cc1csc(NC(=O)c2ccc(C)s2)n1	-14%	0%	-34%	4	/	/	-3%	5%	/
18	Cc1nc(C)c(C(=O)OCC(=O)NCc2ccccc2Cl)s1	-11%	0%	4%	3	/	/	2%	4%	-34%
19	O=C(NCCCn1ccnc1)C(Cc1ccc([N+](=O)[O-])cc1)N1C(=O)c2ccccc2C1=O (centres undefined)	-8%	10%	?	-4	-28%	0%	-5%	8%	-2%
20	COCc1cc(N2CCCC2)nc(-c2ccccc2)n1	-9%	2%	-5%	-3	-29%	-4%	-1%	-1%	-1%
21	Cc1oc2ccc(NS(=O)(=O)c3ccc(C(C)(C)C)cc3)cc2c1C(=O)Nc1ccccc1	-6%	6%	-16%	0	?	?	-29%	-6%	2%
22	COc1ccccc1/C=C(/NC(=O)c1ccccc1)C(=O)NCCCn1ccnc1	-5%	11%	0%[56.9 µM]	-11	-11%	-9%	-17%	-5%	-5%
23	CCS(=O)(=O)c1ccc(C(=O)N2CCN(c3nc4c(OC)ccc(C)c4s3)CC2)cc1	-6%	-3%	-6%	-1	-21%	?	-6%[60.1 µM]	4%	/
24	Cc1cc(=O)n(CC(=O)NC2CC2)c2c1c(C)nn2-c1ccccc1	-1%	/	-4%	2	11%	-1%	6%	1%	-10%
25	CCCN(CC(=O)Nc1ccccc1C)C(=O)c1ccc(N2CCCC2)c([N+](=O)[O-])c1	-17%	-2%	10%	-2	/	/	-14%	0%	-6%

Only Pol kappa inh and APE1 inh, for some of the entries so far:
| # | SMILES | Pol kappa inh | APE1 inh |
| --- | --- | --- | --- |
| 19 | O=C(NCCCn1ccnc1)C(Cc1ccc([N+](=O)[O-])cc1)N1C(=O)c2ccccc2C1=O (centres undefined) | -5% | -2% |
| 20 | COCc1cc(N2CCCC2)nc(-c2ccccc2)n1 | -1% | -1% |
| 21 | Cc1oc2ccc(NS(=O)(=O)c3ccc(C(C)(C)C)cc3)cc2c1C(=O)Nc1ccccc1 | -29% | 2% |

Further compounds follow:
nr	smiles	POLH inh	ALOX12 inh	RGS4 inhibitor	LDHA inh	Pol beta inh	Apoferritin bind	Pol kappa inh	ERG Ets-DNA blk	APE1 inh
26	Cc1cccc(NC(=S)NCc2ccc(F)cc2)c1	-9%	-27%	-13%	-7	-3%	2%	-5%	10%	26%
27	CC1CCN(C(C(=O)Nc2ccc3c(c2)OCO3)c2ccccc2)CC1 (centres undefined)	-20%	-9%	-10%	1	2%	?	10%	1%	-1%
28	CCn1c(CSCc2ccc(C)cc2)nnc1SCC(=O)NCc1ccccc1	-8%	?	13%	-10	47%	-7%	-8%	1%	18%
29	CC(=O)c1ccc(NC(=O)c2ccc(CSc3ccccc3)o2)cc1	-10%	-25%	-38%	3	-1%	-19%	0%[60.1 µM]	-4%	5%
30	COc1ccc(C(=O)OCC(=O)c2c[nH]c3ccccc23)c(OC)c1	-11%	-1%	-10%	-2	/	/	1%	1%	17%
31	COc1cccc(CN2CC(C(=O)NCc3cnn(C)c3)CCC2=O)c1 (centres undefined)	-17%	2%	-30%	-4	9%	0%	-12%	3%	15%
32	Cc1cc(C)nc(NNC2=CC(=[N+]3CCCCC3)CC(C)(C)C2)n1	-2%	-8%	4%	-1	4%	-1%	7%	21%	-5%
33	Cc1cccc(NC(=O)CSc2nc3ccccc3nc2N2CCCC2)c1C	-9%	-20%	1%	-8	11%	-14%	-12%	3%	12%
34	COc1ccc(N=Cc2[nH]c3ccccc3c2O)cc1	8%	?	9%[11.4 µM]	0	17%	-4%	-1%[60.1 µM]	-10%	-10%
35	COc1ccccc1C1CC(=O)Oc2ccc(C(C)(C)C)cc21 (centres undefined)	-22%	?	-12%	4	/	31%[activator][110 µM]	?	-9%	-26%&-3%
36	CCC(C)(C)n1nnnc1C(c1cccs1)N1CCCCC1 (centres undefined)	-12%	-1%	-18%	-1	-7%	-10%	4%	-6%	4%
37	CS(=O)(=O)c1ccc(N)c(SSc2cc(S(C)(=O)=O)ccc2N)c1	-4%	?	?	-10	/	/	-16%	1%	45%[activator]
38	CCCc1nc2ccc(NC(C)=O)cc2c(=O)n1Cc1ccc(Cl)cc1	-6%	-23%	13%	-4	1%	-9%	-10%	-3%	4%
39	CN(C)c1ccc(NC(=O)Cn2ncn3c(cc4ccccc43)c2=O)cc1	-8%	8%[57.4 µM]	-9%	3	4%	-19%	-4%	/	-4%
40	N/C(=N\N=C\c1cccs1)SC1CC(=O)N(c2ccc(Br)cc2)C1=O (centres undefined)	10%	7%	-2%	-8	?	-4%	-3%	14%	-2%
41	Cc1ccc2c(c1)c1c3n2CCN[C@H]3CCC1	/	/	?	/	/	-5%[29.3 µM]	9%[19.4 µM]	/	9%[21 µM]
42	CN(C(=O)c1ccc2c(Cl)c3c(nc2c1)CCC3)c1ccccc1	-20%	11%	18%	-2	-4%	?	-6%	-4%	?
43	COc1ccccc1C(=O)Nc1ccc(OCC(=O)N2C(C)CCCC2C)cc1 (centres undefined)	-19%	-6%	-14%	-1	/	/	9%	3%	5%
44	COc1cccc(C2(O)CCN(C(=O)C3CC3)CC2)c1	-10%	0%	-8%	0	43%	-21%	8%	4%	-11%
45	CCC(Sc1nnc2c(n1)[nH]c1ccccc12)C(=O)Nc1nnc(C(C)C)s1 (centres undefined)	-11%	-18%	8%	-16	-14%	-17%	-21%	-7%	/
46	Cc1cc(C(=O)c2ccccc2)c(NC(=O)CCl)s1	-18%	-2%	-29%	-2	-2%	-18%	-1%	-1%	-3%

3 entries from above, set out differently.
#37 CS(=O)(=O)c1ccc(N)c(SSc2cc(S(C)(=O)=O)ccc2N)c1
  POLH inh = -4% | ALOX12 inh = ? | RGS4 inhibitor = ? | LDHA inh = -10 | Pol beta inh = / | Apoferritin bind = / | Pol kappa inh = -16% | ERG Ets-DNA blk = 1% | APE1 inh = 45%[activator]

#25 CCCN(CC(=O)Nc1ccccc1C)C(=O)c1ccc(N2CCCC2)c([N+](=O)[O-])c1
  POLH inh = -17% | ALOX12 inh = -2% | RGS4 inhibitor = 10% | LDHA inh = -2 | Pol beta inh = / | Apoferritin bind = / | Pol kappa inh = -14% | ERG Ets-DNA blk = 0% | APE1 inh = -6%

#9 O[C@@H]1CN(Cc2ccc(-n3cccn3)cc2)CC[C@H]1N1CCN(c2ccccc2F)CC1
  POLH inh = -16% | ALOX12 inh = ? | RGS4 inhibitor = 1% | LDHA inh = -2 | Pol beta inh = 3% | Apoferritin bind = -11% | Pol kappa inh = 1% | ERG Ets-DNA blk = 9% | APE1 inh = 7%
